Source: PubChem (several laboratories)
TNF necrop inh: inhibitors of TNF-alpha induced necroptosis in Jurkat FADD-/- cells; Jurkat FADD-/- TNF necroptosis rescue, ATP luminescence, 24 h; 0 = TNF only, 100 = no-TNF cells; activation (protection from cell death), % at 10 µM; actives 0.068% (n = 220,000);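 active means activation, meaning protection from cell death, of at least 50% relative to plate controls; inactive means activation below 50%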;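 further: necroptosis triggered by 40 ng/mL TNF-alpha added together with compound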
Mdm2 ligase inh: Mdm2 E3 ligase (human) inhibition; cell-based MDM2 ubiquitination luciferase reporter, 2 h; 0 = plate control, 100 = twice control, blank-subtracted; signal enhancement, % at 5 µM; actives 0.11% (n = 210,000); AID 1230;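 active means signal enhancement of 30% or more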;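 further: luminescence tracks abundance of the self-degrading MDM2-luciferase fusion protein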
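Assay system: stable mammalian line carrying autodegrading MDM2–luciferase fusion reporter; amount: 2000 cells seeded into each well; buffer or medium: DMEM; benchmarks: plate control and blank wells; signal: luciferase luminescence; timing: 2 h compound exposure at 37 °C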
Runt-SMMHC FRET: inhibitors of human RUNX1 Runt domain binding to CBFb-SMMHC; Q01196+Q13951; actives 0.74% (n = 220,000); Cerulean-Runt/Venus-CBFb-SMMHC FRET ratio 530/480, 1 h; inhibition, % at 20 µM;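 active means mean inhibition across duplicate retests at 20 µM reaching about 50%, limit read from the data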;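 further: 0% = DMSO wells and 100% = wells with excess untagged CBFb-SMMHC; inhibitors lower the FRET ratio by blocking Runt binding to CBFb-SMMHC; some results filed as inactive read as strong as hits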
TRPML3 ag: agonists of human TRPML3 channel; Q8TDD5; HEK293 TRPML3-YFP, Fluo-8 calcium fluorescence; 100% = the carbachol control signal; activation, % at 3 µM; actives 0.29% (n = 220,000);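 active means activation above its plate's cutoff, the mean activation of the plate's test wells plus 3 SD, cut at about 12% in these data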;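 further: 0% = DMSO only wells and 100% = carbachol wells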
Target sequence (Q8TDD5 whole entry, looked up): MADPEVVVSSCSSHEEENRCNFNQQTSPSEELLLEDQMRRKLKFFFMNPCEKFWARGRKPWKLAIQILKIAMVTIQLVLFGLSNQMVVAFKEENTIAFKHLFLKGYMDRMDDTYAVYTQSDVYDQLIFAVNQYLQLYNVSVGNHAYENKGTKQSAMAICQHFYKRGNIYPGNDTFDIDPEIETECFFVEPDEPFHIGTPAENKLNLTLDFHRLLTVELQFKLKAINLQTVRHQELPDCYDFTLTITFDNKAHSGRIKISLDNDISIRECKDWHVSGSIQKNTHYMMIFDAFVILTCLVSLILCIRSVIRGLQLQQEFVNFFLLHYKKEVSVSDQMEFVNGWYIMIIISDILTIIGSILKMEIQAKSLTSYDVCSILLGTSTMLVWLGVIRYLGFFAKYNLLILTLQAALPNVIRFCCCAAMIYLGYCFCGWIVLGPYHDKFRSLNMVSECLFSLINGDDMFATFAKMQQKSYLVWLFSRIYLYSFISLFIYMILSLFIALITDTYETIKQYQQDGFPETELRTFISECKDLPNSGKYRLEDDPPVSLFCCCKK
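Material: TRPML3-YFP stable HEK293 cells | Dosing: One concentration, 3 µM nominal, 0.3% DMSO | Timing: 125 s total fluorescence read per well | Technique: Fluo-8 calcium dye fluorescence, ex 470-495, em 515-575 nm | Measure: Percent activation from peak-to-basal fluorescence ratio, scaled between DMSO and carbachol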
p47phox inh: blocks human p47phox regulatory protein of NADPH oxidases | actives 0.53% (n = 220,000) | P14598 | p47phox/p22phox peptide binding, fluorescence polarization, 2 h | inhibition, % at 24.7 µM;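 active means inhibition above about 30%, limit read from the data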;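 further: 0% = p47phox with labelled peptide and 100% = labelled peptide alone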
TRPN1 ag: agonists of zebrafish TRPN1 channel. HEK293 zebrafish TRPN1-YFP, Fluo-8 calcium fluorescence; 100% = response to 87 µM carbachol. activation, % at 3 µM. actives 0.18% (n = 220,000);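 active means activation above its plate's cutoff, the mean activation of test wells on that plate plus 3 SD, cut at about 19% in these data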;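 further: 0% = DMSO alone and 100% = 87 µM carbachol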
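System: zebrafish TRPN1-YFP in HEK293 cells / Dosing: 3 µM single point / Timing: dye loading 1 h at 37 °C, then 30 min room temperature / Signal: Fluo-8 calcium fluorescence, excitation 470-495 nm, emission 515-575 nm / Read-out basis: percent activation from peak over basal fluorescence ratio, control-normalized / Control set: high carbachol 87 µM, low DMSO alone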
PPC-1+TRAIL kill: compounds killing PPC-1 cancer cells with TRAIL present (potentiator screen, no TRAIL-free arm); PPC-1 cells + TRAIL, ATPLite viability luminescence; actives 0.41% (n = 220,000); cell killing (% activity), % at 4 µM;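 active means cell killing above 50% in the first pass at 4 µM, then a duplicate retest at 5 µM averaging 50% or more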;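 further: plate controls were cells with TRAIL plus DMSO for no effect and medium-only wells lacking cells for full effect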
CHOP inhibitor: CHOP inhibition in unfolded protein response | actives 3.8% (n = 220,000) | inhibition, % at 10 µM | CHO-K1 CHOP-promoter luciferase, tunicamycin-induced, 15-18 h | AID 2732;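 active means compounds that reduced the stress-induced luciferase reporter signal by more than about 70% of percent inhibition, limit read from the data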;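 further: 0% = tunicamycin plus vehicle and 100% = wells without tunicamycin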
EBV gp42 inh: blocks Epstein-Barr virus glycoprotein 42 binding | actives 0.42% (n = 220,000) | inhibition, % (tested at 21.74 µM) | AID 1085 | Fluorescence polarization binding assay, mP read-out | Q1HVG2; in the data active means inhibition above about 50%
Target sequence (Q1HVG2 whole entry, looked up): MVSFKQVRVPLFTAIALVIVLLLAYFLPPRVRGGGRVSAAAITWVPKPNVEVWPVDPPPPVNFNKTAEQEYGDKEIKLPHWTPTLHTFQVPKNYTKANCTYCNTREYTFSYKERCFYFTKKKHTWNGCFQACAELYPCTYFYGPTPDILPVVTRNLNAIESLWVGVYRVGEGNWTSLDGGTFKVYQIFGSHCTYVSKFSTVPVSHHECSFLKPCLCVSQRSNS
* marks the source's active call; other numbers are inactive results; / = not tested or not shown.

SMILES	TNF necrop inh	Mdm2 ligase inh	Runt-SMMHC FRET	TRPML3 ag	p47phox inh	TRPN1 ag	PPC-1+TRAIL kill	CHOP inhibitor	EBV gp42 inh
Cc1ccccc1-c1cccc([C@@H]2C[C@H]3CN(Cc4cccnc4)C(=O)[C@]34CCCN24)c1	-1.2	-11	0	2.0	-7	1.4	1	12	8
O=C(COc1cccc2ccccc12)Nc1nc2ccccc2[nH]1	-0.2	-9	0	0.4	-11	-0.6	3	-22	2
CCOC(=O)C1(N(CC)CC)Sc2cc(C)ccc2NC1=O (configuration not stated)	-15	16	0	-1.0	-11	0.5	28	/	-17
COc1ccc(N2C(=O)C(CC(=O)O)S/C2=C\C(C)=O)cc1 (configuration not stated)	1.3	-3	-6	0.7	-2	0.2	18	41	-10
COc1ccccc1NS(=O)(=O)c1ccc(Cl)c(NC(=O)c2sc3cc(Cl)ccc3c2Cl)c1	0.9	-15	-3	0.8	-16	1.7	16	12	1
Cc1ccc(-c2cc(-c3ccccc3)c3c(N)c(S(C)(=O)=O)sc3n2)cc1	-0.9	-10	89*	0.5	-21	-1.1	-8	2	-27
CN(C1CCCCC1)S(=O)(=O)c1ccccc1	-2.2	-6	2	8.1	-13	-0.7	-34	-9	-3
CCOC(=O)c1c(-c2ccc(F)cc2)csc1NC(=O)c1c(-c2ccccc2)noc1C	2.9	-5	4	0.1	-12	2.1	-10	53	-14
Cc1ccc2nc(/C(C#N)=C\c3ccc(N4CCOCC4)o3)[nH]c2c1	-1.5	-24	-37	1.7	-151	3.8	15	8	-248
COc1ccc(CC(=O)Nc2ccc(S(=O)(=O)Nc3nc(C)cc(C)n3)cc2)cc1	0.9	-18	2	1.1	-3	-0.1	26	33	-4
Cc1ccc(OCCOc2ccc(Br)cc2/C=N\NC(N)=O)cc1	7.5	-18	-1	-1.0	4	-2.3	-6	103*	-2
Cc1cccc(Sc2ccc([N+](=O)[O-])cc2[N+](=O)[O-])n1	5.4	-6	0	0.5	-3	2.1	-7	14	3
COc1ccc(OC)c(/C=N/NC(=O)c2cc[n+](Cc3ccccc3)cc2)c1	0.9	-4	0	0.8	1	0.5	5	24	-13
O=C(Cn1ccc([N+](=O)[O-])n1)Nc1nccs1	2.2	-3	1	1.0	0	0.1	26	52	2
C=CCN(C(=O)CSC1=NC(=O)CN1C(C)=O)c1nc(C)c(-c2ccccc2)s1	-2.8	-11	-5	-0.2	-4	-2.3	-5	95*	-2

Structures listed so far printed as active in Runt-SMMHC FRET.
mol	Runt-SMMHC FRET	TRPML3 ag	p47phox inh	CHOP inhibitor	EBV gp42 inh
Cc1ccc(-c2cc(-c3ccccc3)c3c(N)c(S(C)(=O)=O)sc3n2)cc1	89*	0.5	-21	2	-27

Grouped by structure, the entries above with two or more sulfur atoms
SMILES	TNF necrop inh	Mdm2 ligase inh	Runt-SMMHC FRET	TRPML3 ag	p47phox inh	TRPN1 ag	PPC-1+TRAIL kill	CHOP inhibitor	EBV gp42 inh
COc1ccccc1NS(=O)(=O)c1ccc(Cl)c(NC(=O)c2sc3cc(Cl)ccc3c2Cl)c1	0.9	-15	-3	0.8	-16	1.7	16	12	1
Cc1ccc(-c2cc(-c3ccccc3)c3c(N)c(S(C)(=O)=O)sc3n2)cc1	-0.9	-10	89*	0.5	-21	-1.1	-8	2	-27
C=CCN(C(=O)CSC1=NC(=O)CN1C(C)=O)c1nc(C)c(-c2ccccc2)s1	-2.8	-11	-5	-0.2	-4	-2.3	-5	95*	-2

More results follow:
SMILES	TNF necrop inh	Mdm2 ligase inh	Runt-SMMHC FRET	TRPML3 ag	p47phox inh	TRPN1 ag	PPC-1+TRAIL kill	CHOP inhibitor	EBV gp42 inh
CCN(CC)c1ccc(NC(=O)c2cccc(C)c2)cc1S(=O)(=O)Nc1ccccc1OC	3.9	-14	30	0.1	-3	0.1	19	15	-16
CCn1c(CCC(=O)Nc2nc3c(s2)CCCC3)nc2cc(S(=O)(=O)N(C)C)ccc21	37	-29	4	-0.1	-32	2.6	6	48	-7
c1ccc(-c2cc3c(ccc4nonc43)nn2)cc1	0.2	4	3	0.2	-5	-0.8	2	19	-11
CC(C)CNC(=O)c1noc2c1CCCC2	2.6	-3	2	0.7	-3	-0.3	-9	-12	8
Cc1ccc(SCCNC(=O)c2ccccc2)cc1	0.3	-6	-6	-0.8	-7	-1.7	16	-7	-14
CCOC(=O)CC(=O)CSc1nc(N)c(C#N)c(-c2ccc(Cl)cc2)c1C#N	0.2	-13	0	1.2	-20	3.3	11	9	-18
CCOC(=O)/C(=C/C=C1\Sc2ccccc2N1CC)C(C)=O	-0.7	4	-87	23*	-71	51*	-6	30	-355
C=CCCN(C(C(=O)OC)C(C)C)S(=O)(=O)c1ccccc1Br (configuration not stated)	-0.6	21	1	/	-12	/	8	25	-22
C=CCn1c(=NC(=O)c2ccc(S(=O)(=O)N3CCc4ccccc4C3)cc2)sc2cc(S(N)(=O)=O)ccc21	3.4	-8	-4	1.2	-12	2.3	9	77*	-10
COc1ccc(CN(C)CC(=O)Nc2cc(OC)c([N+](=O)[O-])cc2C)c(OC)c1	1.2	-12	2	-1.0	-10	-0.4	-4	44	-37
COc1ccc(CCNC(=O)c2nnn(-c3ccccc3OC)c2N)cc1OC	-0.4	-9	2	0.2	-2	0.6	-1	25	-3
CC/C(C)=N/NC(=O)c1[nH]c2ccc(C)cc2c1-c1ccccc1	-2.3	0	1	0.5	-9	0.3	22	39	6
CCOc1cc(/C=N/n2cnnc2)ccc1OS(=O)(=O)c1ccc(C)cc1	-3.7	-3	-1	0.8	-14	0.7	24	21	-9
NC(=O)CC1(CC(=O)O)CCCCC1	0.2	-9	-1	0.2	-4	0.0	16	25	-15
O=c1[nH]c(SCc2cccc(F)c2)nc2ccccc12	-0.7	-6	-2	-0.5	10	-1.3	17	9	6
OCC1(Cc2ccccc2C(F)(F)F)CCN(Cc2ccc3c(c2)CCO3)CC1	6.2	-9	-2	-0.3	-2	0.2	8	4	-14
CN(CC(=O)N1CCCCC1)S(=O)(=O)c1cccc2cccnc12	-0.8	-32	2	0.1	-18	2.4	-2	34	-6
CCC1CCCCN1S(=O)(=O)c1ccc(C(=O)Nc2nnc(-c3cccs3)o2)cc1 (configuration not stated)	-3.5	3	-2	-0.4	-6	-0.9	10	/	2
Cc1ccc2nc(/C(C#N)=C\c3ccc(Oc4ccc(C(F)(F)F)cc4[N+](=O)[O-])cc3)[nH]c2c1	0.0	-9	-36	0.3	-55	-0.6	-8	-4	-48
COc1ccc(C)c2sc(=NC(=O)C(C)C)n(C)c12	0.3	-10	2	-0.2	-4	-1.2	-21	50	-20
CCCCN1CCc2c([nH]c3ccccc23)C1=O	1.9	-10	4	-0.5	-4	-1.7	44	24	-20
COC(=O)C(C(=O)Nc1ccccc1C)C1CCCC1 (configuration not stated)	1.0	-9	-39	-0.3	-1	-1.3	8	22	9
Clc1cccc(Cl)c1Cn1cc(Br)cn1	37	-27	-2	-0.1	-16	-1.0	-28	47	-7
Cc1cccc(OCC(=O)NNC(=O)c2cc3ccccc3oc2=O)c1	0.9	-11	3	0.9	-8	-0.7	11	-2	-11
CCOc1cc(C(=O)NC(C)COC)cc(OCC)c1OCC (configuration not stated)	-1.7	-2	5	-1.1	-4	-1.9	1	2	-9
O=C(Nc1nc2ccc(S(=O)(=O)N3CCCC3)cc2s1)c1ccco1	1.2	0	-2	0.5	0	-0.7	-1	-24	3
Cc1occc1C(=O)N/N=C/c1cccnc1	-3.1	-5	2	0.2	-18	1.0	11	-8	-17
COc1ccc(NC(=O)CN2CCCN(S(=O)(=O)c3ccc(F)cc3)CC2)cc1	2.6	-7	3	1.3	-4	-0.5	12	-14	-6
CCO[C@H]1OC(C(=O)N2CCN(C)CC2)=C[C@@H](c2ccc(C(F)(F)F)cc2)[C@@H]1CCCO	0.0	/	-2	0.3	-14	0.6	-9	21	-10
FC(F)(F)c1nc2ccccc2nc1N/N=C\c1ccccc1	-5.8	5	-7	-0.1	-11	0.1	7	43	-11
COC(C)(C)[C@]12CC(O)(c3ccccc3)ON1[C@H]1CCCCC1N2O (some centres not stated)	-0.3	-12	2	-0.3	-18	1.2	26	3	-10
OCC(O)/C=N/Nc1nc2ccccc2s1 (configuration not stated)	1.2	-10	4	-0.4	-4	-0.3	13	9	-8
O=C(Nc1ccccc1Cl)C1C2CCC3C(CCC21)C3(Cl)Cl (configuration not stated)	0.3	-19	4	-0.1	-3	1.2	8	32	4
Cc1ccc2cc(CCNC(=O)C(=O)c3c[nH]c4ccccc34)c(=O)[nH]c2c1	0.3	-14	-2	0.8	-26	-0.1	22	9	-1
Cc1ccccc1NC(=O)/C(C#N)=C/c1ccsc1	1.2	2	-1	0.0	-18	-0.4	6	-36	4
CC(=O)c1cccc(N(CC(=O)O)S(C)(=O)=O)c1	-0.6	-7	-2	0.9	-4	0.8	-11	3	21
Nc1nonc1OCCN1CCN(c2ccc([N+](=O)[O-])c3cccnc23)CC1	-0.3	0	-5	1.2	-11	1.3	-5	5	-13
CN(C(=O)COC(=O)c1c[nH]c(=O)[nH]c1=O)C1CCCCC1	0.0	/	-2	0.8	-8	-1.5	4	18	-8
Cc1n[nH]c(C)c1Sc1ccccc1N	-0.2	-9	-1	1.0	-6	0.3	8	-6	-6
COc1ccccc1/C=C/C=N/n1c(-c2n[nH]c3c2CCC3)n[nH]c1=S	-14	-6	16	-0.4	-15	-3.2	-2	19	-7
CC(C)c1ccc(CN(C(=O)/C=C/c2ccco2)C2CCS(=O)(=O)C2)cc1 (configuration not stated)	0.9	-3	-2	-0.1	-7	0.2	10	-1	-1
N#C/C(=C\c1c(N2CCCCC2)nc2ccccn2c1=O)C(=O)NCc1ccco1	0.6	-2	81	0.6	-16	0.7	22	22	-24
Cc1occc1C(=O)Nc1nccs1	12	-20	1	0.6	-11	-0.5	39	-14	-22
Cc1cc(Oc2ccccc2)nc(SCC(=O)Nc2ccccc2)n1	-1.6	-10	-1	-0.1	-13	-0.8	4	16	-29
CCOC(=O)CCNCC1COc2ccccc2O1 (configuration not stated)	-2.6	-7	2	0.5	-12	1.5	0	-54	-20
NS(=O)(=O)c1ccc(NC(=O)CN2C(=O)C3C4C=CC(C4)C3C2=O)cc1 (configuration not stated)	0.6	0	-3	1.3	-10	1.3	-3	-6	9
CCOC(=O)c1c(C)nc2c(C#N)cnn2c1C	-1.7	-8	-2	0.4	7	0.1	18	26	-2
CCNC(=O)COc1cc(C)c(Br)c(C)c1	-0.5	-2	-1	-0.6	-16	-2.2	6	14	3
COc1cc2nc(C)sc2cc1SC	0.6	0	-8	0.7	0	-1.6	-1	28	-2
CC1=C(C(=O)Nc2ccccn2)C(c2cccnc2)n2nnnc2N1 (configuration not stated)	1.3	-7	0	-0.4	-3	1.8	10	-9	-2
NS(=O)(=O)c1ccc(N=C2C(=O)Nc3ccccc32)cc1	0.5	-13	-3	0.5	-12	0.7	4	15	-13
